# Compound activity: PubChem BioAssay, Fisher Drug Discovery Resource Center
# mcGAS RapidFire: blocks mouse cGAS cGAMP production; Q8C6L5; recombinant mouse cGAS, cGAMP by RapidFire MS; inhibition, % at 12.5 µM; 130,000 tested, 0.18% active;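 active = inhibition of cGAS enzyme activity at or above 60%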;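 note: enzyme stimulated by 45 bp dsDNA with ATP and GTP substrates; cGAMP share of summed cGAMP plus half ATP and half GTP signals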
# Target sequence (Q8C6L5 whole entry, looked up): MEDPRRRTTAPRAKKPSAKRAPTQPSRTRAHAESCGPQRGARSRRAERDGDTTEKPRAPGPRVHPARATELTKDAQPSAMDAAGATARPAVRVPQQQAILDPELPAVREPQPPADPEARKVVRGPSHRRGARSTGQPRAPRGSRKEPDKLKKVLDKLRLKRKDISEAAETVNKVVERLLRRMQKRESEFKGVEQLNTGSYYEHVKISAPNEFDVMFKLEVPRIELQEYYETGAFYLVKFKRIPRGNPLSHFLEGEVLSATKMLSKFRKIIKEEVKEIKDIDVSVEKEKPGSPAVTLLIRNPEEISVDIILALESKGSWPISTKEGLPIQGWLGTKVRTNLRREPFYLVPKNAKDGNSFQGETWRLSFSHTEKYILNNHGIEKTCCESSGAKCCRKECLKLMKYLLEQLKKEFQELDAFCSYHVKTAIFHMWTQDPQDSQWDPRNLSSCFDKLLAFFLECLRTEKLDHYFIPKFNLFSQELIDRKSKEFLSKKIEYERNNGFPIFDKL
# * = called active by the depositor; & = joins results of further samples.
SMILES,mcGAS RapidFire
CC(C)(C)C(=O)Nc1sc2c(c1C#N)CCC2,-37.0
Cc1nn(-c2nc(C)c(C)c(=O)[nH]2)c(C)c1CCC(=O)Nc1ccc(C(C)C)cc1,-2.1
O=C(Cc1cccc(O)c1)N1CCc2cnccc21,-6.6
Cc1ccc(-c2ccc3[nH]c(=O)[nH]c(=O)c3c2)c(-n2cccn2)c1,-11.1
Cc1cncc(NC(=O)c2cccc(CN(C)Cc3ccno3)c2)c1,0.0
CN1C(=O)CCC(C(=O)OCC2CC3CCC2C3)C1c1cnn(C)c1 (stereo unspecified),-14.9
CC12C(=O)N(n3cnnc3)C(=O)C1C1C=CC2C1 (stereo unspecified),-0.2
Cc1ccc(N2CCC(=O)N(CC3CC3)C(C(C)C)C2)nn1 (stereo unspecified),-20.5
Cc1ccc(CNC(=O)CCC2CCCN(C(=O)c3cccc4nccnc34)C2)o1 (stereo unspecified),2.3
O=C(c1ccco1)N1C2C=CC(C2)C1(C(F)(F)F)C(F)(F)F (stereo unspecified),1.7
C=C1c2ccccc2C(=O)N1C(C)C(=O)NCc1ccccc1F (stereo unspecified),-7.8
CS(=O)(=O)N1Cc2ccccc2CC1C(=O)OCc1nc2ccccc2c(=O)n1CC#N (stereo unspecified),-7.7

# Reprinted at random: four records from the list
SMILES,mcGAS RapidFire
Cc1ccc(N2CCC(=O)N(CC3CC3)C(C(C)C)C2)nn1 (stereo unspecified),-20.5
Cc1nn(-c2nc(C)c(C)c(=O)[nH]2)c(C)c1CCC(=O)Nc1ccc(C(C)C)cc1,-2.1
O=C(Cc1cccc(O)c1)N1CCc2cnccc21,-6.6
CC12C(=O)N(n3cnnc3)C(=O)C1C1C=CC2C1 (stereo unspecified),-0.2

# Further compounds follow.
SMILES,mcGAS RapidFire
O=C(N[C@H]1CCCCNC1=O)c1cn(CCCc2ccccc2)nn1,-8.8
CCN(CC)c1nc2ccccc2[nH]1,-6.2
COc1cn2c(cc1=O)C(=O)N(CCNC(=O)c1cc(=O)c3ccccc3o1)CC2,-9.3
COc1ccc(OC)c(-c2cc(C(=O)NC(Cc3ccccc3)C(=O)NC3CC3)no2)c1 (stereo unspecified),-3.9
CCn1c(CC2CCN(C(=O)COc3cccnc3)CC2)nn(C)c1=O,-12.3
S=C(Nc1ccc2cn[nH]c2c1)NC1CCCCC1,-0.3
COc1cc(C(=O)Nc2ccc(NC(C)=O)cc2)ccc1C,-1.0
CCOC(=O)CCNC(=O)NCc1nnnn1-c1cccc(F)c1,6.0
O=C(NCC1(CCO)CCCCC1)c1ccc(Br)cc1Cl,-4.7
CC(C)(C)n1nnnc1SCC(=O)Nc1ccc(N2CCCCC2)cc1,-5.4
CNC(=O)C1CCN(Cc2cccc(C(=O)Nc3cccc(CO)c3C)c2)C1 (stereo unspecified),-19.2
COC(=O)C1=C(C)N(c2ccc(C)c(F)c2)C(=S)NC1c1ccc(-n2ccnc2)cc1 (stereo unspecified),-6.5
O=[N+]([O-])c1cnc(Oc2ccc(Cl)cc2Cl)s1,-8.0
CCCN1C(=O)COCc2cc(-c3ccc(OC)nc3)ccc21,-8.0
Cc1nn(CC(C)C)c2sc(C(=O)NC3(C)CCS(=O)(=O)C3)cc12 (stereo unspecified),-1.3
CNC(=O)CCc1nc2c(c(=O)[nH]c(=O)n2CC(C)C)n1CCOC,-9.3
CC(=O)c1ccc(C(=O)NC(C)c2ccc(-c3cncnc3)cc2)cc1 (stereo unspecified),-1.5
COc1cc(CNCCC(C)C)cc(OC)c1,-4.1
CNC(=O)c1cn(-c2ccc(S(=O)(=O)N3CCCC3)cn2)cn1,-3.2
CCN1CCN(Cc2nc3c(c(=O)n(C)c(=O)n3C)n2CCCc2ccccc2)CC1,0.2
CCOC(=O)C1(Cc2ccccc2C)CCCN(S(=O)(=O)N(C)C)C1 (stereo unspecified),-10.6&-4.8
COCCn1c(C)cc(O)c(C(c2ccc(OC)c(OC)c2)N2CCC(C)CC2)c1=O (stereo unspecified),-6.2
CCOc1cc(C2NC(=O)c3ccccc3N2)ccc1OC(C)C(=O)N(C)C (stereo unspecified),-13.8
O=c1[nH]c(CN2CCN(c3ccccc3F)CC2)nc2ccsc12,11.0

# Part of the list above, with tabs.
Structure	mcGAS RapidFire
CNC(=O)CCc1nc2c(c(=O)[nH]c(=O)n2CC(C)C)n1CCOC	-9.3
O=c1[nH]c(CN2CCN(c3ccccc3F)CC2)nc2ccsc12	11.0
Cc1nn(CC(C)C)c2sc(C(=O)NC3(C)CCS(=O)(=O)C3)cc12 (stereo unspecified)	-1.3
CCOc1cc(C2NC(=O)c3ccccc3N2)ccc1OC(C)C(=O)N(C)C (stereo unspecified)	-13.8

# Carrying on:
SMILES,mcGAS RapidFire
Cc1oc(-c2cccs2)nc1CN(C)Cc1ccc2nonc2c1,26.8
O=C(NCC1CCCCO1)c1ccc(CSc2ccccn2)cc1 (stereo unspecified),-7.4
Cc1ccc(-c2nn(C)c(=O)c3ccccc23)cc1CNC(=O)CSc1ncn[nH]1,2.3
Cc1ccccc1CN1CCNC(=O)C1CC(=O)N1CCC(C(=O)N2CCCC2)CC1 (stereo unspecified),-3.5
Cc1nnc(C)n1-n1ccc2c(cnc3ncnn32)c1=O,2.1
COc1ccc(OC)c(NC(=O)C2(C)CCN2CCc2ccccc2)c1 (stereo unspecified),-9.5
O=C(N=c1sccn1C(C(=O)O)c1ccccc1)c1ccc(F)cc1 (stereo unspecified),-5.9
Cn1cnnc1-c1cc(Cl)ccc1Cl,-20.2
CCCN1CCC(Cc2noc(Cn3[nH]c(=O)ccc3=O)n2)CC1,-5.1
Cc1ccc(C(=O)Nn2cnc3c(cnn3-c3ccc(C)c(C)c3)c2=O)cc1,-5.1
Cc1ccccc1CN1CCC(Nc2ccc(C#N)cn2)CC1,-7.5
Cc1ccc(CNC(=O)c2cn(C)cc3c(=O)[nH]nc2-3)cc1,4.0
C=CCn1c(CSc2ccccc2)nc2ccccc21,-4.3
Clc1ccc(OCCSc2ncccn2)cc1,-6.7
COC(=O)C1CC2CCCCC2N1S(=O)(=O)c1ccc(OC)c(NC(C)=O)c1 (stereo unspecified),-25.3
CC(C)Cc1nc(CN(C)C(=O)c2nn(C)c3c2CCCC3)no1,-33.0
CCN1CC(NC(=O)COc2ccccc2O)CC1=O (stereo unspecified),-14.7
Cc1ccc(-c2cc(C(=O)NC(C)Cc3cc(C)[nH]n3)[nH]n2)cc1 (stereo unspecified),-6.1
CC12CC3(C)C4(C)CC1(C)C1(C)C2(C)C3(C)C41C (stereo unspecified),-5.5
CN1CCOc2ccc(NS(=O)(=O)CCN3C(=O)CCCC3=O)cc2C1=O,-5.9
O=C(Cn1nnnc1CN1CCCCCC1)N1CCSCC1,-3.4
CCN(CC)S(=O)(=O)c1ccc(N=Nc2sc(N)nc2C)cc1,-6.3
CCCCC1(C)NC(=O)N(Cc2ccc(S(=O)(=O)C(F)F)cc2)C1=O (stereo unspecified),0.1
Cc1noc2c1/C(=N/O)CC(c1ccccc1)C2 (stereo unspecified),-10.8
CS(=O)(=O)c1nc(C(=O)C(C#N)c2ccccn2)c2ccccn12 (stereo unspecified),3.1
Cc1[nH][nH]c(=O)c1C(c1ccco1)c1c(C)[nH][nH]c1=O,-5.0
COc1cc(Cl)ccc1OCc1cc(C(=O)N2CCCC(OC)C2)no1 (stereo unspecified),-1.7
O=C(Nc1ccc(-c2ccccc2)c(C(F)(F)F)c1)C(=O)N1CCCSCC1,-0.1
CCn1c(C2CCCN(Cc3ccccc3C(=O)O)C2)n[nH]c1=O (stereo unspecified),0.0
CCCCNCC(=O)N(Cc1cccn1C)C1CC1,-4.8
O=C(c1cccc(Cl)c1)N1CCCN(c2cn[nH]c(=O)c2Cl)CC1,-0.1
CC1CCc2[nH]nc(C(=O)N3CCCn4nc(C(=O)NC5CC5)cc4C3)c2C1 (stereo unspecified),-9.3
N#Cc1c(-c2ccc3c(c2)OCO3)c2c([nH]c1=O)-c1ccccc1OC2,-7.4
CCC(NC(=O)NCCn1cc(C#N)cn1)c1cc(F)ccc1F (stereo unspecified),-13.2
O=C(NC1CCCCC1)N1CCCC(CNS(=O)(=O)Cc2ccccc2)C1 (stereo unspecified),-3.3
Cc1ncsc1CCN(C)Cc1ccc(CO)o1,-4.2
CC[C@@]1(CO)N[C@H](c2ccc(C)c(F)c2)[C@@H]2CN(c3ccccc3)C[C@@H]21,-12.4
COC(=O)c1ccc2c(c1)CCN2S(=O)(=O)c1cccc(C#N)c1,1.5
O=C(Nc1nnsc1Cl)c1ccccc1,-3.7
COCc1cc(=O)c2c(C)nn(-c3cccc(Cl)c3)c2[nH]1,-0.5
O=C1O[C@H](COC(=O)c2ccccc2)[C@@H](OC(=O)c2ccccc2)C=C1OC(=O)c1ccccc1,-2.8
O=c1[nH]c(-c2ccccc2)c(-c2ccccc2)o1,-2.5
COc1ccc(SCC(=O)N/N=C/c2cccn2-c2ccc(Cl)cc2)cc1,-8.7
CN(CC1CCCO1)C(=O)NC1CCN(CC2CCCCC2)CC1 (stereo unspecified),-30.4
NCC(=O)CCC(=O)O,-12.0&-10.7&0.1
C=CCn1c(NCCc2ccccc2)nc2c1c(=O)n(C)c(=O)n2C,-7.2
COc1ccc(C(=O)N2CCN(Cc3cnc(SC)nc3)CC2)cc1,-1.6
CC(C)N(Cc1cccs1)C(=O)Nc1ccc(F)cc1,-1.4
COc1cccc(CN2CCCC3(CCN(c4cnccn4)C3)C2=O)c1OC (stereo unspecified),-5.5
COc1ccc(CN(C2CCCCC2)C2CC2)c(Br)c1OC,-5.5
CN(Cc1nc2ccccc2[nH]1)S(=O)(=O)C1=CCCCC1,-11.9
CCN1CCN(C(=O)CCN(C(=O)c2cc(C)oc2C)C2CC2)CC1,-15.2
CCCn1c(N)c(C(=O)CSc2nnc(C3CC3)n2C2CC2)c(=O)[nH]c1=O,-8.4
FC(F)(F)C1CNCC1C(F)(F)F (stereo unspecified),-6.7
COc1ccc(NC(=O)/C=C/c2ccc(OC(F)F)c(OC)c2)c(OC)c1,5.8
N#Cc1c(NC(=O)CC2CCCC2)sc2c1CCCCC2,3.9
CC1(C)Cc2cccc(OCC(O)CN3CCN(c4ccccn4)CC3)c2O1 (stereo unspecified),-11.3
CCc1noc(C)c1C(=O)NC(C)C1CC1c1ccccc1 (stereo unspecified),3.1
O=C(CC1CSc2nc3c(c(=O)n21)CCCC3)NCc1cccnc1 (stereo unspecified),-8.8
CCCCn1c(=O)c2c(nc3n(CC(=O)OCC)c(C)c(C)n23)n(C)c1=O,2.2

# An excerpt of these results, field by field:
compound: COc1ccc(NC(=O)/C=C/c2ccc(OC(F)F)c(OC)c2)c(OC)c1
  mcGAS RapidFire: 5.8
compound: N#Cc1c(NC(=O)CC2CCCC2)sc2c1CCCCC2
  mcGAS RapidFire: 3.9
compound: CC1(C)Cc2cccc(OCC(O)CN3CCN(c4ccccn4)CC3)c2O1 (stereo unspecified)
  mcGAS RapidFire: -11.3
compound: CCc1noc(C)c1C(=O)NC(C)C1CC1c1ccccc1 (stereo unspecified)
  mcGAS RapidFire: 3.1

# Later entries
SMILES,mcGAS RapidFire
Cc1cccnc1CC(C)Nc1ccc(-c2nccn2C)nn1 (stereo unspecified),-7.7
COC(=O)N1CCCC(NC(=O)Nc2ccn(-c3ccccc3)n2)C1 (stereo unspecified),0.1
COc1cccc(CNC(=O)CCC2CCCN(C(=O)c3cc4ccccc4o3)C2)c1 (stereo unspecified),-1.0
Cc1nc2sc3c(c2c(=O)o1)CCC3,6.0
Cc1nc(S(=O)(=O)N2CCC3(CC2)C(=O)Nc2ccccc23)cn1C,-12.1
CS(=O)(=O)CCC(=O)N1CC2CCCCC21c1ccccc1 (stereo unspecified),-4.7
COC(=O)C1CCCN1C(=O)c1cc(-c2ccccc2)cs1 (stereo unspecified),-10.0
C=CCONC(=O)c1cccc2[nH]c(-c3ccc(N(C)C)cc3)nc12,-2.7
Clc1ccc(-c2cnnc(N3CCC(c4ccncc4)CC3)n2)cc1,-7.7
O=[N+]([O-])c1cc(S(=O)(=O)N2CCOCC2)ccc1Nc1ccc(Br)cc1,-6.6
CCN(Cc1noc(CC(C)C)n1)C(=O)C1CCCO1 (stereo unspecified),-18.0
O=C(CC1(O)C(=O)Nc2ccc(Br)cc21)c1ccncc1 (stereo unspecified),-5.8
CCC(NC(=O)C(=O)c1cccnc1)c1nc(C)c(C)s1 (stereo unspecified),-16.1
Cc1cc(C)cc(-n2ccnc2SC2CCCCC2=O)c1 (stereo unspecified),10.1
COCCN(Cc1ccc(C)cc1)CC1CC1,8.3
CC(C)CN1CC(C(=O)NCCc2nc3c(s2)CCC3)CC1=O (stereo unspecified),-3.7
CNc1ccnc(N2CCC(C(O)c3cccnc3)CC2)n1 (stereo unspecified),-30.1
Cc1nc2cccc(C)n2c(=O)c1NC(=O)C1CC1,3.1
Cc1c(CN2CCN(Cc3ccsc3)C(CCO)C2)[nH]c2c(Cl)cccc12 (stereo unspecified),-1.9
Cc1ccc(C(=O)NCC2CCCO2)c(C2CCN(Cc3cc(C)c(C)o3)CC2)n1 (stereo unspecified),-11.0
O=C(c1[nH]cnc1-c1ccccc1)N1CCCC(N2CCCC2=O)C1 (stereo unspecified),-15.5
Cc1nc(-c2ccc(Cl)s2)sc1C(=O)NC(C)(C)C,-14.7
Cc1ccc(Br)cc1NC(=O)c1ccc2[nH]c(=O)c(=O)[nH]c2c1,23.3
CNC(=O)[C@@H]1C[C@@H](N)CN1C(=O)c1cc(F)c(OC)c(F)c1,-12.4
N#Cc1ccc(S(=O)(=O)CCOc2ccccn2)cc1,-30.4
CC1CCCCC1OCCN(Cc1ccc(C(=O)NC2CC2)cc1)C1CC1 (stereo unspecified),-3.0
Cc1cc(O)c(C(=O)c2cccs2)c(=O)n1C,-4.2
CSc1ncccc1C(=O)N1Cc2cnc(CC(C)C)nc2C1,-5.3
CCN(CC)C(=O)C1CSCN1C(=O)COc1ccc(C(C)C)cc1 (stereo unspecified),-4.2
O=C(Cc1cccs1)NCCOc1cc(N2CCCC2)ncn1,-8.2
CC(OC(=O)CCc1ccsc1)C(=O)c1ccc(NS(C)(=O)=O)cc1 (stereo unspecified),1.8
CC(=O)c1ccc(S(=O)(=O)N2CCCC(N(C)CCc3ccccn3)C2)cc1 (stereo unspecified),-10.1
CCN(Cc1ccncc1)C1CCCN(S(=O)(=O)c2cc3ccccc3s2)C1 (stereo unspecified),-6.0

# A portion of the library, so the mix of outcomes need not match the whole.
